# Assay outcomes (PubChem)
# C2C12 statin: protects C2C12 myotubes from simvastatin toxicity. ATP luminescence, 48 h; scaled: DMSO 0, geranylgeraniol control 100. hit rate 0.78% among 330,000. rescue of ATP level, % at 7.49 µM;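 active = mean ATP rescue above about 67%, or every replicate alone reaching that limit, limit read from the data, passing the limit was not always enough; inconclusive = no clear call, values can overlap the other calls; inactive = mean under the limit and some replicate under it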;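 also: myotubes were challenged with 10 µM simvastatin during compound exposure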
# INS-1E GSIS act: primary screen for activators of insulin secretion dependent on glucose, INS-1E cells, GLuc reporter luminescence | INS-1E GLuc reporter insulin secretion, 2-3 h | activation, % at 16.6 µM | hit rate 0.61% among 370,000 | AID 743287;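 active = lowest replicate activation of at least 40%, so every replicate reaches that level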;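 also: 0% = median of neutral control wells and 100% = median of IBMX positive control wells; some compounds called inactive have numbers as strong as hits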
# PGC1a acetyl inh: modulators of PGC1a acetylation; U2OS PGC1a acetylation, AlphaScreen anti-acetyl-lysine; with virally co-expressed GCN5 acetyltransferase; inhibition, % at 15.6 µM; hit rate 0.17% among 350,000; AID 651687;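 active = every replicate shows inhibition of at least 40%; inconclusive = mean inhibition at least 40% but some replicate below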;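 also: 0% = neutral control wells and 100% = positive control wells; some results beyond the cut were filed as inactive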
# FN deposit inh: fibronectin deposition inhibition; AH1F fibroblasts, Alexa488-fibronectin deposition fluorescence, overnight; inhibition, % at 12.6 µM; hit rate 0.086% among 350,000; AID 743247;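 active = mean inhibition across replicates of 30% or more, regardless of how many single replicates reach that level; inconclusive = mean under 30% yet at least half of replicates reach 30%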;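 also: positive control wells lacked labelled fibronectin entirely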
#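 Assay system: AH1F fibroblasts / Quantity: 10000 cells per well / Medium: DMEM plus 2% serum, read in PBS / Reagent: labelled fibronectin 24 nM / Dosing: single dose, pinned / Times: 1 h cell attachment, overnight exposure to compound and label / Signal: fluorescence, ex 485 nm, em 525 nm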
# PglD inh: PglD (C. jejuni) enzyme inhibition; purified PglD enzyme, DTNB colorimetric CoA detection; inhibition, % at 12.5 µM; AID 602405; hit rate 0.098% among 360,000; in the data active = inhibition above about 16%, passing the limit was not always enough; inconclusive = no clear call, values can overlap the other calls; also: strong numbers were not always called active
# F508del corr: correctors of CFTR F508del function in bronchial epithelial cells. CFBE cells, YFP halide quenching; stimulated with forskolin plus potentiator P3; % fluorescence drop versus neutral controls. activity (quench increase), % at 7.58 µM. hit rate 0.36% among 350,000;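 active = mean added fluorescence quench of at least 8% versus neutral control, with both replicates also reaching 8%; inconclusive = only one of the mean or replicate conditions met; inactive = mean below 8% and not both replicates reaching 8%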;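 also: cells transiently co-express mutant CFTR-F508del with the halide-sensitive YFP; corrector assay measuring rescue of mutant channel to the surface after 24 h compound exposure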
# miR-122 sensor: miR-122 inhibition in Huh7 cells. AID 602342. Huh7 miR-122 Renilla luciferase sensor, 48 h; neutral wells = 0, positive control = 100. activation (reporter increase), % at 12.5 µM. hit rate 0.3% among 340,000;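 active = mean replicate activation score at least 90 and every replicate individually at or above 90; inconclusive = only one of the two criteria met; inactive = neither criterion met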;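 also: higher luciferase means less miR-122 activity so hits act as miR-122 inhibitors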
# Cneo AK release: causes C. neoformans cell lysis; adenylate kinase release luminescence, 4 h; normalised: neutral wells 0, clomiphene wells 100; lysis activity, % at 15 µM; hit rate 0.2% among 360,000;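 active = mean lysis activity across replicates of at least 80%, whatever share of replicates individually reach that level; inactive = mean lysis activity below 80%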
#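 Assay system: Cryptococcus neoformans yeast cells / Dosing: single-point compound dose / Timing: 4 h at 37 °C static, read 1 h later / Measured by: luminescence of released adenylate kinase using an AK detection reagent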
# * hit, by the source's call; ? = inconclusive; . = no result given; & = joins results of further samples; [ ] = another dose, or the depositor's remark.
SMILES,C2C12 statin,INS-1E GSIS act,PGC1a acetyl inh,FN deposit inh,PglD inh,F508del corr,miR-122 sensor,Cneo AK release
CCOC(=O)C1C(=O)CC(C)(O)C(C(=O)OCC)C1c1cc(Br)ccc1OC (stereo not drawn),0,.,-23,0,-2,.,20,-1
CO[C@H]1CN(C)C(=O)c2ccc(NC(=O)c3ccc4c(c3)OCO4)cc2OC[C@@H](C)N(CCC(F)(F)F)C[C@@H]1C,3,2,-17,-3,0,2.1,.,-2
CCN(CC)CCn1c(NS(=O)(=O)c2ccc(Cl)cc2)nc2ccccc21,-5,7,5,-8,-2,0.1,20,1
Cc1cccc(C(=O)N=c2c(C#N)cc3c(=O)n4cccc(C)c4nc3n2Cc2ccco2)c1,-41,19,9,3&11,2,-2.2,1,0
Cc1ccccc1-c1ccc([C@@H]2[C@@H](CO)N3CCCCN(S(C)(=O)=O)C[C@@H]23)cc1,4,-4,-1,.,-12,-5.3,-2[16.7 µM],0
CCN(CC)CC(O)CN(c1ccccc1)S(=O)(=O)c1ccc2ccccc2c1 (stereo not drawn),-2,-17,-11,.,2,-0.6,6,7
CN(C)c1nc(SCCOC(=O)Nc2ccccc2)nc(N(C)C)n1,8,.,-7,-1,15,.,8,1
O=C(Nc1ccc(NC(=O)c2cccs2)cn1)c1ccco1,.,.,-9,.,2,.,-5,-5
CCCCC1=NN(C(=O)c2cccnc2)C(O)(C(F)(F)F)C1 (stereo not drawn),.,12,-6,6,-8,3.2,3,-1
CC(=O)N(Cc1ccc(F)cc1)C1=C(NCCc2ccccc2)C(=O)c2ccccc2C1=O,-130,.,?,42*,-3,.,-13,-5
O=C(Cc1ccccc1)Nc1ccc(NC(=O)c2ccco2)cc1Cl,-4,18,-2,0,-6,0.6,-2,6
CC(=O)NCC1(O)CCCC(C)C1 (stereo not drawn),.,8,7,-6,.,-1.4,.,.

# As a short view, part of the list above:
SMILES,C2C12 statin,INS-1E GSIS act,PGC1a acetyl inh,FN deposit inh,PglD inh,F508del corr,miR-122 sensor,Cneo AK release
CCOC(=O)C1C(=O)CC(C)(O)C(C(=O)OCC)C1c1cc(Br)ccc1OC (stereo not drawn),0,.,-23,0,-2,.,20,-1
CO[C@H]1CN(C)C(=O)c2ccc(NC(=O)c3ccc4c(c3)OCO4)cc2OC[C@@H](C)N(CCC(F)(F)F)C[C@@H]1C,3,2,-17,-3,0,2.1,.,-2
CCN(CC)CCn1c(NS(=O)(=O)c2ccc(Cl)cc2)nc2ccccc21,-5,7,5,-8,-2,0.1,20,1

# (more compounds)
SMILES,C2C12 statin,INS-1E GSIS act,PGC1a acetyl inh,FN deposit inh,PglD inh,F508del corr,miR-122 sensor,Cneo AK release
C[C@@H]1CN([C@@H](C)CO)C(=O)c2cc(-c3ccccc3)cnc2O[C@H]1CN(C)C(=O)C1CCOCC1,9,6,2,.,2,-2.9,-7[16.7 µM],0
CC(C)C1C(=O)N(Cc2cn(Cc3ccco3)nn2)CCS(=O)(=O)N1Cc1ccc(-c2ccc(Cl)c(Cl)c2)cc1 (stereo not drawn),8,14,-6,3,2,2.7,-14,1
COc1ccccc1S(=O)(=O)N(C)C[C@H]1Oc2cc(Br)ccc2S(=O)(=O)N([C@H](C)CO)C[C@H]1C,1,-32&-18,-8,4&-5,-1,-0.1&2.1,68[16.7 µM],5
CCCC(=O)Nc1ccc2c(c1)C(=O)N(C)C[C@@H](OC)[C@H](C)CN(C(C)=O)[C@H](C)CO2,1,4,11,2,0,-1.2,-8[16.7 µM],0
O=C(O)CSCC(=O)N1N=C2/C(=C/c3ccccc3)CCCC2C1c1ccccc1 (stereo not drawn),-2,-5,.,4,15,-0.8,2,-5
Cc1cc(OCC(=O)NCc2ccccn2)c2c(C)c(Cc3ccccc3)c(=O)oc2c1,-4,1,5,-5,-5,-0.9,16,-2
COc1ccc(N(CC(=O)N/N=C/c2ccc(F)cc2)S(=O)(=O)c2ccccc2)cc1,8,-18,-13,-2,3,0.4,.,2
CCOc1ncnc2c1sc1nc(C)cc(C)c12,-8,10,7,5,.,-2.5,.,.
Cc1ccc(S(=O)(=O)N(C)C[C@@H]2Oc3ncc(C#CCC(C)C)cc3C(=O)N([C@H](C)CO)C[C@@H]2C)cc1,.,-13,3,.,-1,3.7,0[16.7 µM],-5
Cc1ccc(C)c(C(=O)O/N=C(\N)c2ccc(Br)cc2)c1,-4,.,15,9,-5,.,-2,-2
COc1ccc(OC)c2[nH]c(=O)c(CCNC(=O)C(C)C)cc12,10,.,-7,-11,.,-2.9,-4,2
COc1cc(C(=O)NCC2(N(C)C)CCCCC2)ccc1OCc1ccccc1,-56,6,20,0,-4,0.6,-1,3
CN(C)c1nc(N)nc(-c2cccnc2)n1,0,6,12,.,-5,.,1,4
COC(OC)C12c3ccccc3C(c3ccccc31)C1C(=O)N(c3cccnc3)C(=O)C12 (stereo not drawn),4,1,9,1,4,0.8,1,2
C[C@H](CO)N1C[C@H](C)[C@H](CN(C)C(=O)CN(C)C)Oc2ncc(-c3ccc(C#N)cc3)cc2C1=O,12,1,9,-4,-1,-0.4,-4[16.7 µM],0
C[C@H](CO)N1C[C@H](C)[C@@H](CN(C)Cc2ccncc2)Oc2ccc(NC(=O)Nc3ccccc3)cc2CC1=O,7,-16,0,.,2,-1.0,1[16.7 µM],15
Cc1ccc(OCCn2cc(C=O)c3ccccc32)cc1,8,.,-13,-3,7,1.5,3,-9
C[C@@H]1CN([C@H](C)CO)C(=O)c2cc(NC(=O)Nc3ccc(F)cc3)ccc2O[C@@H]1CN(C)C(=O)NC1CCCCC1,-24,-7,-6,.,0,1.2,-5[16.7 µM],4
CN(C)C(=O)c1ccc(-c2ccc(C3[C@@H]4CN(S(=O)(=O)c5ccccc5)C[C@H]3N4)cc2)cc1 (stereo partly drawn),.,-11&-12,-1&3,-1&2,.,3.4&2.6,.,.
COc1cc2c(cc1OC)C(c1cccc(Br)c1)NC(=O)C2 (stereo not drawn),14,12,-10,10,0,-1.6,-1,-3
O=C(Cc1ccc([N+](=O)[O-])cc1)Nc1ccc(C(=O)N2CCOCC2)cc1,.,2,5,-2,2,-0.4,0,1
CSCCC(NC(=O)c1ccco1)C(=O)N(C)CC(=O)Nc1ccccc1Br (stereo not drawn),0,0,-4,-2,-1,-0.5,2,.
COc1cc(C(=O)Nc2ccc(N3CCOCC3)cc2)ccc1OCc1c(C)noc1C,-11,12,8,7,2,.,9,-1
O=C(NC1C2CCCC1CN(C1CC1)C2)c1ccc(Cl)cc1 (stereo not drawn),-25,.,-4,1,5,-3.5,0,-5
COc1ccc(NC(=O)N[C@@H]2CC[C@@H](CCn3cc(-c4ccccn4)nn3)O[C@@H]2CO)cc1,0,8,-16,-12,-3,0.8,-5[16.7 µM],2
CCOc1ccc(N(CC(=O)Nc2ccc(C)cc2)S(=O)(=O)c2c(C)[nH]c(=O)[nH]c2=O)cc1,-4,.,-10,0,-5,-1.3,2,-2
CC(C)(C)N(NC(=O)c1ccccc1)C(=O)c1cccc(C(=O)N(NC(=O)c2ccccc2)C(C)(C)C)c1,-2,-5&-39,.,.,6,.,.,4
CN(C)CCCNc1ncnc2c1cnn2-c1ccccc1,-4,.,-5,-10,2,.,-6,-9
COc1ccc(-c2cc(C(=O)N(C)Cc3ccccc3)no2)cc1OC,.,4,4,.,.,0.0,34,.
C[C@H]1CN([C@@H](C)CO)C(=O)c2cc(NS(=O)(=O)c3cccs3)ccc2O[C@@H]1CN(C)C(=O)Nc1cccc2ccccc12,59,10,11,-1,-1,-0.6,-6[16.7 µM],0
O=C(CSc1nc2ccccc2[nH]1)Nc1ccc2[nH]c(=O)[nH]c2c1,-6,19,4,-1,-4,0.3,-1,0
CCC1CCCCN1S(=O)(=O)c1ccc(C(=O)Nc2nnc(-c3ccccc3Cl)o2)cc1 (stereo not drawn),-4,.,47,.,0,.,2,0
Cc1nnc(SCC(=O)Nc2cc(C(N)=O)cc(C(N)=O)c2)n1-c1ccccc1,0,11,-3,-1,-8,1.0,-2,-1
CCOC(=O)[C@H]1[C@H]2COc3ccc(OC)cc3[C@@H]2N2C(=O)c3cc(C)ccc3NC(=O)[C@@]12C,5,.,-4,-4,3,0.2,0,1
Cc1[nH]c2ccc(C(=O)O)cc2c1C,7,-8,1,1,2,.,-7,-1
COc1ccc(CN(C(C)=O)c2ccccc2C(=O)O)cc1,2,11,-2,0,-2,0.1,-7,1
C[C@@H]1CN([C@@H](C)CO)C(=O)c2cc(C#CCN(C)C)cnc2O[C@@H]1CN(C)C(=O)Cc1cccnc1,10,18,9,0,-2,-2.8,7[16.7 µM],-2
Cc1ccc(NC(=O)C2COc3ccccc3O2)nc1 (stereo not drawn),9,.,3,.,-2,.,2,-1
Cc1ccnc(SCC(=O)Nc2cc(C)on2)n1,.,14,-1,7,3,-1.0,-4,-2
C/C=C/c1ccc2c(c1)O[C@H](CN(C)C(=O)Nc1cc(F)ccc1F)[C@@H](C)CN([C@@H](C)CO)S2(=O)=O,-35,-22,1,.,-1,2.8,39[16.7 µM],-1
CC(C)n1c(SCC(=O)NC2CC2)nnc1-c1ccco1,.,27,6,-19,5,-0.6,-1,-1
Cc1ccc(S(=O)(=O)N(C)C[C@@H]2OCCCC[C@H](C)Oc3ccc(NS(C)(=O)=O)cc3C(=O)N([C@H](C)CO)C[C@H]2C)cc1,.,2,-2,-9,-2,2.7,9[16.7 µM],46
CCn1c(Cn2nnc(-c3ccccc3)n2)nnc1SCC(=O)Nc1cccc(C)c1C,0,.,-5,.,-2,.,7,8
COc1ccc(CC(=O)N(Cc2ccccc2)C(C)C)cc1,32,-7,.,4,1,-1.9,.,1
COCCNC(=O)C[C@@H]1CC[C@@H]2[C@@H](COc3ccc(NS(=O)(=O)c4ccc(Cl)cc4)cc3C(=O)N2C)O1,5,-2,5,-4,1,0.2,8[16.7 µM],3
CC(C(=O)N=c1sc2ccccc2n1C)N1C(=O)C2CC=CCC2C1=O (stereo not drawn),-2,.,.,10,3,.,-2,-2
COc1cc(C=O)ccc1OCc1c(C)noc1C,1,.,3,-1,5,.,1,1
OCC[C@H]1C[C@@H](O)[C@H](O)[C@@]2(CCCc3ccccc3O2)O1,-2,-2,.,2,-2,0.4,.,-1
CC(C)Nc1nc(-c2cccnc2)nc(-c2ccccc2)c1C#N,-31,8,0,-1,4,0.8,-7,-1
CN(C)CC(=O)Nc1ccc2c(c1)[C@@H]1C[C@H](CC(=O)NCc3ccncc3)O[C@H](CO)[C@@H]1O2,0,5,-2,-24,0,-0.1,1[16.7 µM],-4
OC(CN1CCN(c2ccccc2)CC1)Cn1c2ccccc2c2ccccc21 (stereo not drawn),-11,-16,0,.,3,.,-2,0
Cc1cccc(CSc2nc3nc(C)cc(C)n3n2)c1,-5,7,.,-3,.,-0.6,.,.
CC(C)NC(=O)Nc1ccc2c(c1)C(=O)N([C@H](C)CO)C[C@H](C)[C@H](CN(C)S(=O)(=O)c1ccc(Cl)cc1)O2,8,-5,1,.,2,1.0,-4[16.7 µM],1
O=C1C(=O)N(CCCc2ccccc2)c2ccccc21,9,.,5,.,-3,.,0,4
CCC1(C)CC(C(CC(=O)O)c2ccc(C)cc2)CCO1 (stereo not drawn),36,.,4,-7,-3,.,-4,3
COc1ccc(S(=O)(=O)Nc2cc(C)on2)cc1NC(C)=O,40,12,-1,-6,7,-1.1,-2,0
